MITF primary – inhibitors of human MITF; AlphaScreen MITF homodimerization, bead proximity signal; inhibition, % at 2.6 µM; hit rate 0.91% among 650,000; in the data active = inhibition above about 50%;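 also: 0% = vehicle wells with protein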
TEAD-YAP inh – TEAD-YAP interaction inhibition; HEK-TIYL cells, TEAD-Gal4/YAP UAS-luciferase luminescence; inhibition, % at 9.12 µM; hit rate 1.4% among 640,000; AID 1259422; in the data active = inhibition above about 32%;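 also: 0% = median of test compound wells and 100% = reference inhibitor wells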
FBW7 act – activators of human E3 ligase FBW7 | Q969H0 | AlphaScreen FBW7–phospho-cyclin E peptide binding, activator screen | normalized activity (activation), % at 26.1 µM | hit rate 0.13% among 650,000 | AID 1259310; in the data active = normalized activity above about 1.9%;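 also: purified mutant Fbw7 with reduced substrate affinity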
Target sequence (Q969H0 whole entry, looked up): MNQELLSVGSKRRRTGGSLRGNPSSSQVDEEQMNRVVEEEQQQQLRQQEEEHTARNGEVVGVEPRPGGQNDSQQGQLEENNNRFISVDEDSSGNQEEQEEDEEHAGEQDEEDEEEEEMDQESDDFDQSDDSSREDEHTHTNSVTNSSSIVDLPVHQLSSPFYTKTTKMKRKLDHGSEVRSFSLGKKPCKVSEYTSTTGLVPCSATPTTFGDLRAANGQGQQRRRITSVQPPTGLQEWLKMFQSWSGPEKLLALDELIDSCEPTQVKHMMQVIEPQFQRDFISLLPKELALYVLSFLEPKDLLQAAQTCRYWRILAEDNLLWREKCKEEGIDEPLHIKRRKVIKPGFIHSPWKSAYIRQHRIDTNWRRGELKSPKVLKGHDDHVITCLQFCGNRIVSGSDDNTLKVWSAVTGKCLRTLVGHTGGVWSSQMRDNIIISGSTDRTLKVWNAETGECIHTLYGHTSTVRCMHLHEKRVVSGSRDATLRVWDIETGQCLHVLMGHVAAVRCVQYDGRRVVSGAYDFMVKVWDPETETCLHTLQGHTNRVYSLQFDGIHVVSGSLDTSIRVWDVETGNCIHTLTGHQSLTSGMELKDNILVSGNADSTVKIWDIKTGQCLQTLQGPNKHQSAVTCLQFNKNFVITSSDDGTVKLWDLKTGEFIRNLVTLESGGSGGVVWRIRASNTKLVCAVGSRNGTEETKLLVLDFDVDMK
GPR151 activ – human GPR151 activation. Q8TDV0. PathHunter beta-arrestin GPR151 cells, luminescence. activation, % at 11.2 µM. hit rate 1% among 650,000; in the data active = activation above about 4.9%;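 also: 0% = median of compound wells and 100% = cells with positive control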
Target sequence (Q8TDV0 whole entry, looked up): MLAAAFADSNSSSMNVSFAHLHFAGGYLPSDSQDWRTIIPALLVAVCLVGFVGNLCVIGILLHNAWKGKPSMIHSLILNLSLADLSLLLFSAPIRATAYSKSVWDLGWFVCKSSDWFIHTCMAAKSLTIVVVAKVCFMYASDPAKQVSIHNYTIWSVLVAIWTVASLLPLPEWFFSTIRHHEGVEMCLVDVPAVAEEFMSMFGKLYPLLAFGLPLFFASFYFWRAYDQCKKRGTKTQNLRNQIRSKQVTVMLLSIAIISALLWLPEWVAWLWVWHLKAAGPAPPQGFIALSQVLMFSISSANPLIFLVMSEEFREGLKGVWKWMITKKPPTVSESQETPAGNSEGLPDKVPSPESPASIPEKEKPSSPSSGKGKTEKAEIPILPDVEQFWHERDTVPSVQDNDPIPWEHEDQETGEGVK
The depositor's hits bear a star; · = not tested or not shown.

SMILES	MITF primary	TEAD-YAP inh	FBW7 act	GPR151 activ
O=C1CSC(c2ccc([N+](=O)[O-])cc2)N1c1ccc(Cl)c(Cl)c1 (configuration not stated)	-17	-6	-0.3	-0.5
O=C(c1cc(-c2cccc(O)c2)on1)N1CCN(Cc2ccccc2)CC1	-4	5	-0.1	1.1
COCCN(CCOC)S(=O)(=O)c1ccc(C(=O)Nc2sc3c(c2C(N)=O)CCN(C(C)C)C3)cc1	2	-9	0.0	0.2
Cc1nc(SCC(=O)Nc2cccc(C(F)(F)F)c2)c2cnn(-c3ccccc3)c2n1	-2	10	-0.1	2.0
CCOC(=O)c1cnc2c(Cl)cc(Cl)cc2c1NCCCCCO	-2	0	-0.2	-0.1
O=C(CN1N=C(c2ccccc2)Cn2c(cc3sccc32)C1=O)NCCc1ccco1	5	3	0.1	0.1
Cc1ccc(S(=O)(=O)Nc2ccc(-c3csc(-c4ccccc4)n3)cc2)cc1[N+](=O)[O-]	4	3	0.1	0.0
COc1ccc(S(=O)(=O)N2CC(O)C[C@H]2C(=O)OCC(=O)N2CCCCCC2)cc1 (some centres not stated)	7	2	0.1	-1.9
CCOC(=O)c1sc2nc(SCC(=O)NCc3ccccc3Cl)n(Cc3ccc(OC)cc3)c(=O)c2c1C	-5	-6	0.0	1.3
CCOC(=O)C1=C(C)NC(=O)NC1c1ccc(CC)cc1 (configuration not stated)	1	-13	-0.1	1.4
O=S(=O)(c1cccc(C(F)(F)F)c1)c1cnc(-c2ccccn2)nc1-c1ccncc1	6	0	0.0	0.2
COc1ccc(CN2CCC(CNC(=O)c3ccc(OC)cc3)CC2)cc1	29	7	0.3	-0.8
O=C(OCc1cccc([N+](=O)[O-])c1)c1ccc(-n2cnnn2)cc1	30	4	0.1	2.1
O=C(O)c1ccc(-c2cnc3c(NCc4ccc5c(c4)OCO5)nccn23)cc1	22	-4	1.6	-0.7
COc1cc([N+](=O)[O-])ccc1-c1ccc(/C=C2\NC(=O)NC2=O)o1	-3	6	0.0	-0.2
CC(=O)c1cn(CCOc2ccccc2)c2ccccc12	-12	5	0.0	4.9
COc1ccc(CN2CCN(C(=O)CC(C)C)CC2)cc1Br	54*	-4	0.3	-2.3
Cc1ccccc1-n1c(=S)sc2c(=O)n(-c3ccccc3)c(SCC(=O)NCC3CCCO3)nc21 (configuration not stated)	-2	-10	-0.1	1.4
COCCn1c(SCC(=O)Nc2ccc(Cl)c(Cl)c2)nc2c(c1=O)SCC2	2	8	-0.3	2.0
O=C(CN1c2cccc3cccc(c23)S1(=O)=O)N1CCCc2ccccc21	-14	11	0.1	3.0

Some of the entries above in another layout.
O=C(OCc1cccc([N+](=O)[O-])c1)c1ccc(-n2cnnn2)cc1
  MITF primary: 30; TEAD-YAP inh: 4; FBW7 act: 0.1; GPR151 activ: 2.1

O=C(O)c1ccc(-c2cnc3c(NCc4ccc5c(c4)OCO5)nccn23)cc1
  MITF primary: 22; TEAD-YAP inh: -4; FBW7 act: 1.6; GPR151 activ: -0.7

COc1cc([N+](=O)[O-])ccc1-c1ccc(/C=C2\NC(=O)NC2=O)o1
  MITF primary: -3; TEAD-YAP inh: 6; FBW7 act: 0.0; GPR151 activ: -0.2

CC(=O)c1cn(CCOc2ccccc2)c2ccccc12
  MITF primary: -12; TEAD-YAP inh: 5; FBW7 act: 0.0; GPR151 activ: 4.9

The results go on:
SMILES	MITF primary	TEAD-YAP inh	FBW7 act	GPR151 activ
CC(C)(C)C(=O)Nc1nnc(-c2cccnc2)s1	18	0	0.0	0.1
CC(C)(C)OC(=O)NC(CC(=O)O)c1ccc(F)cc1F (configuration not stated)	18	3	0.2	2.9
O=C(Nc1ccccc1)c1csc(Oc2ccccc2)n1	13	-37	0.2	-2.3
CCc1cc(=O)oc2c(C)c(OS(C)(=O)=O)ccc12	9	-3	-0.1	0.7
O=C(Nc1ccc2c(c1)CN(Cc1ccc(C#CCCO)cc1)CC2)C1CCCO1 (configuration not stated)	-2	5	0.0	-1.2
Cc1ccc(-c2nc(N)n(S(=O)(=O)c3ccc(C)cc3)n2)cc1	11	4	0.0	-1.1
COc1ccc(C(c2c(O)cc(C)oc2=O)c2c(O)cc(C)oc2=O)cc1OC	12	-5	0.0	1.1
O=c1cc(CN2CCN(S(=O)(=O)c3cccc(Cl)c3)CC2)c2ccc(O)cc2o1	7	9	0.0	0.4
NCCCNc1ccc(C(F)(F)F)cc1[N+](=O)[O-]	8	5	0.6	-0.5
CCn1cc(C(C)(C)C)c(C#N)c1NC(=O)COC	10	1	0.1	-1.6
O=C(O)CCNc1ccc([N+](=O)[O-])cc1[N+](=O)[O-]	5	3	-0.1	-1.0
CC(C)N(CCNC(=O)Cc1cn(-c2ccc(N3CCN(c4ccccn4)CC3)nn2)c2ccccc12)C(C)C	18	-48	1.2	-2.6
COc1ccc(-c2nnc(Nc3nc4ccc(OC)cc4s3)o2)c(OC)c1	7	-9	0.9	0.6
O=C(COc1ccccc1)NCc1nnc(SCC(=O)c2ccccc2)n1-c1cccc(C(F)(F)F)c1	2	3	-0.1	0.1
CCOC(=O)N1CCN(CC(O)COc2ccc(C(C)(C)C)cc2)CC1 (configuration not stated)	-8	-6	0.0	0.2
O=C(N/N=C/c1ccc(Oc2ccc([N+](=O)[O-])cc2[N+](=O)[O-])cc1)c1ccncc1	13	6	0.1	-3.8
COCCNC(=O)CSc1ccc(-c2ccc(Cl)cc2)nn1	8	-10	0.0	-1.4
O=C(CNS(=O)(=O)c1ccccc1)NCC(=O)OCc1ccccc1F	12	10	0.0	0.0
COc1ccc(C2=NN(C(=O)CSc3nnc(CNC(=O)c4ccco4)n3Cc3ccccc3)C(c3ccc(C)cc3)C2)cc1 (configuration not stated)	6	10	0.1	-1.9
CCC1CN(CCC(=O)NC(C)c2csc(C)n2)Cc2cc(OC)ccc2O1 (configuration not stated)	1	6	0.0	0.0
O=C(CCc1nc2ccccc2s1)NNC(=O)C1CCCCC1	2	-7	0.0	3.3
CC1=C(C(=O)Nc2ccc(Br)cn2)C(c2cccnc2)C2=C(CC(C)(C)CC2=O)N1 (configuration not stated)	0	4	-0.1	0.1
COCCn1c(=O)c(C#N)cc2c(=O)n3ccccc3nc21	6	-17	0.2	1.2
COc1ccc(C2NC(=O)NC(C)=C2C(=O)OC(C)C)cc1Br (configuration not stated)	4	-2	0.0	-0.3
COC(=O)c1ccc2c(=O)n(CCc3ccc(OC)c(OC)c3)c(SCC(=O)Nc3ccc(C)cc3)nc2c1	1	0	-0.2	-1.0
COc1ccc(C2=NN(c3nc4ccccc4s3)C(=O)/C2=C\N(C)C)cc1	10	0	0.2	0.6
COc1ccccc1C(=O)Nc1cccc(-c2nnc3c4ccccc4c(C)nn23)c1	19	-1	0.5	-0.7
CCOc1ccc(/C(O)=C2/C(=O)C(=O)N(CCN3CCOCC3)C2c2cccc(Oc3ccccc3)c2)c(C)c1 (configuration not stated)	7	-4	-0.2	1.7
O=C(Nc1ccc(F)c(Cl)c1)c1cc(S(=O)(=O)N2CCOCC2)ccc1F	0	6	0.7	0.5
CCc1nnc(-c2ccc(NC(=O)c3ccccc3F)cc2)o1	8	-35	1.1	0.5
Cc1ccc(S(=O)(=O)N(CC(=O)O)Cc2ccc(Br)cc2)cc1	3	-2	0.0	1.4
O=C(/C=C\c1cccs1)N1CCN(Cc2ccc3c(c2)OCO3)CC1	-2	4	0.0	0.8
CCCC(=O)Oc1ccc(C=O)cc1OCC	-2	15	1.1	-0.9
O=c1nc2n(c3ccc(Cl)cc13)Cc1ccccc1-2	2	-11	0.0	0.3
COc1cc2c(cc1OC)C(COc1ccc(F)cc1)N(C(=O)CSCc1ccccc1)CC2 (configuration not stated)	-11	2	-0.1	-0.6
Cc1sc(C(=O)NCCc2ccccc2)c2nc(C)n(CC(=O)NCCc3ccccc3)c(=O)c12	-1	2	-0.1	1.0
CC1(C2CCN(C(=O)Cc3ccsc3)CC2)NC(=O)N(C2Cc3ccccc3C2)C1=O (configuration not stated)	-6	10	-0.3	-0.2
CCCN(CCC)S(=O)(=O)c1ccc(C(=O)N=c2sc3cc(F)ccc3n2C)cc1	20	2	1.4	-0.2
Cc1ccc2c(CNC3CCCC(C)C3C)c(C(=O)O)[nH]c2c1 (configuration not stated)	28	2	0.7	-0.3
Cc1ccc(-n2c3c(cc(C(=O)Nc4ccccc4F)c2=O)C(=O)CCC3)cc1	-15	-8	0.5	0.1
O=C(Nc1c2c(nn1-c1ccc([N+](=O)[O-])cc1)CS(=O)(=O)C2)c1ccc(C(=O)c2ccccc2)cc1	-2	5	0.0	-1.2
Cc1ccc(C2CC(C(F)(F)F)n3nc(C(=O)Nc4ccccc4C)cc3N2)cc1 (configuration not stated)	-3	11	0.0	-1.6
N#CCCn1c(SCC(=O)NCCc2ccc(F)cc2)nc2ccccc21	0	-4	0.0	2.1
O=C1CCCN1CCCNc1ccnc(N2CCCC2CO)n1 (configuration not stated)	-3	4	0.0	1.8
Cc1ccc(CCNc2nc3ccccc3n3c(C)nnc23)cc1	11	4	0.0	0.7
O=C(c1c[nH]c2ccc(S(=O)(=O)N3CCOCC3)cc2c1=O)N1CCN(c2ccc(F)cc2)CC1	6	2	0.0	0.4
CCn1nnc(NC(=O)COc2ccccc2C)n1	-10	-3	-0.1	0.8
O=C(CCc1ccccc1)N1CCc2c(nc(N3CCOCC3)[nH]c2=O)C1	9	7	-0.1	-0.4
COc1ccc(OC)c(-n2c(CNC(=O)c3ccccc3OC)nnc2SCC(=O)Nc2nccs2)c1	1	3	0.0	-1.7
O=C(/C=C/c1ccc(Cl)cc1Cl)N1CCN(c2ncccn2)CC1	4	-3	-0.1	1.5
Cc1ccc(C)c(N2CCN(Cc3nnnn3Cc3ccc(F)cc3)CC2)c1	13	-19	0.2	1.6
Cc1ccc(Oc2ccc(N3C(=O)c4ccc(Oc5cccc([N+](=O)[O-])c5)cc4C3=O)cc2)cc1C	1	3	0.0	1.1
CC(=O)c1ccc(C(C)=O)s1	7	3	0.1	-0.5
COCCCNC(=O)/C(C#N)=C/c1c[nH]c2ccccc12	-5	-69	-0.1	-0.3
Cc1ccc(S(=O)(=O)N(C)CC(=O)Nc2ccc(Br)cc2)cc1	-2	5	0.1	1.0
CCC(C)(C)NC(=O)CN(CCOC)C(=O)CCC(=O)Nc1nccs1	10	2	-0.1	-0.3
CCOc1ccc(-c2csc(NC(C)=O)n2)cc1	15	-47	-0.1	-3.9
Cc1ccc(NC(=O)CCC(=O)N/N=C/c2coc3cc(Cl)ccc3c2=O)cc1	-1	1	0.0	0.4
O=C(c1ccc2c(c1)OCCO2)c1ccccc1Br	8	-18	0.1	1.4
CCC(=O)Nc1cc2nn(-c3ccccc3)nc2cc1C	4	30	0.1	-1.5

Part of the list above in order of length of the SMILES, descending.
SMILES	MITF primary	TEAD-YAP inh	FBW7 act	GPR151 activ
O=C(Nc1c2c(nn1-c1ccc([N+](=O)[O-])cc1)CS(=O)(=O)C2)c1ccc(C(=O)c2ccccc2)cc1	-2	5	0.0	-1.2
Cc1ccc(NC(=O)CCC(=O)N/N=C/c2coc3cc(Cl)ccc3c2=O)cc1	-1	1	0.0	0.4
COCCCNC(=O)/C(C#N)=C/c1c[nH]c2ccccc12	-5	-69	-0.1	-0.3
CC(=O)c1ccc(C(C)=O)s1	7	3	0.1	-0.5

Looked up above:
MITF primary, `Cc1ccc(NC(=O)CCC(=O)N/N=C/c2coc3cc(Cl)ccc3c2=O)cc1` → -1
FBW7 act, `CCOc1ccc(-c2csc(NC(C)=O)n2)cc1` → -0.1
MITF primary, `O=C1CCCN1CCCNc1ccnc(N2CCCC2CO)n1` (configuration not stated) → -3
GPR151 activ, `CCn1nnc(NC(=O)COc2ccccc2C)n1` → 0.8

Next section:
SMILES	MITF primary	TEAD-YAP inh	FBW7 act	GPR151 activ
COc1ccccc1N1CCN(C(=O)c2ccc(N(C)S(=O)(=O)c3ccccc3)cc2)CC1	0	-7	-0.2	1.3
CCc1cccc2c1N=C/C2=C\c1c(O)[nH]c(=S)[nH]c1=O	15	3	0.1	0.1
O=C(OCc1ccccc1Cl)c1ccc(S(=O)(=O)NCc2ccco2)cc1	-11	0	-0.2	0.1
COCCOC(=O)C1=C(C)NC2=C(C(=O)CC(C)(C)C2)C1c1ccc(O)cc1 (configuration not stated)	-11	2	0.1	-0.8
CC(NC(=S)NCC1CCCO1)c1ccncc1 (configuration not stated)	6	1	0.1	-1.1
O=C1CCC(CCNCc2cccnc2)N1Cc1cc(F)ccc1F (configuration not stated)	9	1	-0.1	-0.7
Cc1cc(C)n2nc(SCC(=O)NCc3ccccn3)nc2n1	7	2	-0.2	-1.1
CC(=O)O[C@]1(C(C)=O)CC[C@H]2[C@@H]3C=C(C)C4=CC(=O)CC[C@]4(C)[C@H]3CC[C@@]21C	-11	·	-0.1	0.4
CCCn1c2ccccc2n2c(C(=O)/C=C/c3ccc(OC)c(OC)c3)c(-c3ccc(-c4ccccc4)cc3)nc12	6	6	1.1	-0.3
CC(C)N(C(=O)Cn1nc2n(C)c3ccccc3n2c1=O)C(C)C	13	2	0.7	0.6
CC1Nc2ncnn2C(c2cccs2)C1C(=O)Nc1ccc(Cl)cc1 (configuration not stated)	-1	-2	0.3	0.1
COCCCNC(=O)C(C)(C)Oc1ccc(Cl)cc1	-12	1	-0.1	0.4
COc1ccc(C(=O)NC2CC2)cc1OC1CCN(C(C)Cc2cccnc2)CC1 (configuration not stated)	5	4	-0.1	-1.5
COc1ccc(/C=C2/NC(=O)N(Cc3ccccc3F)C2=O)c(OC)c1	6	-11	0.2	-1.3
CC(=O)c1nnn(-c2nc(N3CCOCC3)nc(N3CCOCC3)n2)c1C	0	10	-0.1	0.9
CCOC(=O)c1cn(CC)c2cc(N3CCOCC3)c(F)cc2c1=O	0	9	-0.1	0.3
COCCNS(=O)(=O)c1ccc(OC)c(Cl)c1	21	-3	0.3	-0.7
CCCCSc1nc2ccccc2c(=O)[nH]1	-1	-11	-0.1	1.3

Assay outcomes as filed in PubChem BioAssay.
